Screening data as filed in PubChem BioAssay.
FLuc inh = Photinus pyralis luciferase inhibition; P08659; purified P. pyralis luciferase, luminescence, biochemical; Potency, µM (titrated, usually from 115 µM), for the others: at the top dose activity change, negative = inhibition, most hits filed as inhibitors; 76,000 compounds, 2.5% hits; further: potency means the concentration at half of the fitted maximal effect; nearly all actives have a fitted effect of over 65% in size
Target sequence (P08659 whole entry, looked up): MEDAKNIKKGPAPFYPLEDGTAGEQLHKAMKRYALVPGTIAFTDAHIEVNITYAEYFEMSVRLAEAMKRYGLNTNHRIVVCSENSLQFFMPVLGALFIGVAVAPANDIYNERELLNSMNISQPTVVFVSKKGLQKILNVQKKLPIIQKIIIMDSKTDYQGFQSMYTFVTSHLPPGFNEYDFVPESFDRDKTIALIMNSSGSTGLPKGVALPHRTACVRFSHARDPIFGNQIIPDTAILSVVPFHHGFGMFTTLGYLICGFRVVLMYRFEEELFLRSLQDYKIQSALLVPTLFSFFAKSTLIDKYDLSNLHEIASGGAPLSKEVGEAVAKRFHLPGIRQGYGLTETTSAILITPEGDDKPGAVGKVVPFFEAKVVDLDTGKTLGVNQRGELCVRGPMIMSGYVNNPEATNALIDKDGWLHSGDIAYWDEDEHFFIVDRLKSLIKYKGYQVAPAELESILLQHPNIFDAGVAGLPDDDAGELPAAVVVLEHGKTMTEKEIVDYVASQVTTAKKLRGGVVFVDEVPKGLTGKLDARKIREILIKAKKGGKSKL
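Luminescence read by CCD imager after adding enzyme (10nM final) to wells holding compound, titrated in qHTS. Substrates 10uM each D-luciferin and ATP; buffer 50mM Tris acetate pH 7.5, 10mM Mg acetate, Tween-20, BSA.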
HEK293 viab = reduces viability of HEK-293 SNCA reporter cells; HEK-293-SNCA-luc viability, GF-AFC fluorescence, 24 h; Potency, µM (doses to about 57.1 µM), inactives show at the top dose activity change, negative = cytotoxicity, actives largely listed as cytotoxic; 150,000 compounds, 0.12% hits;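 further: potency means the concentration at half of the fitted maximal effect; 0% = DMSO-treated cells and -100% = medium-only wells without cells; nearly all actives have a fitted effect of over 30% in size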
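Cytotoxicity counterscreen: after 24 h compound treatment of genome-edited SNCA-luciferase HEK-293 cells, live-cell protease substrate GF-AFC read by fluorescence after 30 min; activity scaled between DMSO (0%) and medium-only (-100%), curves Hill-fitted.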
NIH3T3 tox = cytotoxic compounds in NIH 3T3 cells | 94,000 compounds, 4.3% hits | NIH 3T3 viability, CellTiter-Glo ATP luminescence, 48-72 h | Potency, µM (series often up to 96.7 µM), without a hit: top-dose activity change, negative = cytotoxicity, usual class: inhibitors; further: potency means the concentration at half of the fitted maximal effect; nearly all actives have a fitted effect of over 55% in size
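Viability of NIH 3T3 cells after 48 or 72 hr compound treatment at 37 °C was assessed by CellTiter-Glo, with luminescence imaged following a 10 min room-temperature step.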
IP6K1 inhibitor = blocks human inositol hexakisphosphate kinase 1; 140,000 compounds, 0.81% hits; IP6K1 kinase, ADP-Glo luminescence, 2 h; hits give low values; AID 1645851; activity change, % (series mostly up to about 58 µM); in the data active means activity change below about -25%
Target sequence (Q92551 whole entry, looked up): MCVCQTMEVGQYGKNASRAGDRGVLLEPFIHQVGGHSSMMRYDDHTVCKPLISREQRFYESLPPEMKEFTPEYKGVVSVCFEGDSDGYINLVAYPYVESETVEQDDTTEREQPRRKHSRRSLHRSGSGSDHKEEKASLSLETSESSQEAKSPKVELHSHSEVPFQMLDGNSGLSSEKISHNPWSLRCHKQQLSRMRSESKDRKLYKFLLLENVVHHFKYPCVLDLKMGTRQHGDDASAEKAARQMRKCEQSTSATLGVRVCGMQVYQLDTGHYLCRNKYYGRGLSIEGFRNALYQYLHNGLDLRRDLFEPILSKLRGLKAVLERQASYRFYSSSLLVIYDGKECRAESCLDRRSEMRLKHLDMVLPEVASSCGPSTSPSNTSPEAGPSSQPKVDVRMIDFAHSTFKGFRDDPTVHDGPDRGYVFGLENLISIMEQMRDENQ
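ADP-Glo luminescence measures ADP made by human IP6K1 during a 2 h RT reaction with ATP/IP6 (mix at 1.3 mM/130 uM); top library doses 57.5 and 19.1 uM final.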
GPT2 inh = blocks human glutamate pyruvate transaminase 2 | Potency, µM (titrated, usually from 57.7 µM), for inactives: top-dose activity change, negative = inhibition, actives largely listed as inhibitors | Recombinant GPT2, coupled pyruvate oxidase/HRP Amplex Red fluorescence | Q8TD30 | 100,000 compounds, 0.25% hits; further: potency means the concentration at half of the fitted maximal effect; nearly all actives have a fitted effect of over 60% in size; many of its hits are not listed in these tables
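GPT2 10ng/uL, a-KG 250uM, L-Ala 2mM, HEPES pH7.5 + 0.0001% Tween; 30 min RT. Then Amplex mix (PO/HRP/ThPP), 30 min RT dark, fluorescence. AOA 50uM used as positive control.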
SNCA expr inh = SNCA gene expression inhibition; Potency, µM (highest dose often 57.2 µM), inactives show at the top dose activity change, negative = inhibition, hits mostly inhibitors; 140,000 compounds, 0.17% hits; AID 1671194; HEK-293 SNCA-luciferase knock-in, luminescence, 24 h;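 further: potency means the concentration at half of the fitted maximal effect; plate controls were DMSO cells for no effect and cell-free wells for full effect; nearly all actives have a fitted effect of over 45% in size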
HEK cytotox = cytotoxic compounds in HEK 293 cells; Potency, µM (top dose mostly 115 µM), without a hit: top-dose activity change, negative = cytotoxicity, hits mostly inhibitors; HEK 293 viability, ATP luminescence (CellTiter-Glo), 48-72 h; 94,000 compounds, 6.6% hits; further: potency means the concentration at half of the fitted maximal effect; nearly all actives have a fitted effect of over 60% in size
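HEK 293 cells seeded at 250 cells/well were exposed to compound for 48 or 72 hr at 37 degree Celsius. Viability taken as ATP content by CellTiter-Glo luminescence.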
Numbers without * were called inactive; i = inactive; ? = inconclusive; · = not tested or not shown; [ ] = another dose, or the depositor's remark. Unless noted, the call rests on the fitted dose curve; in most records, active means well fitted curve in the direction sought with a large enough effect; inconclusive means small, poorly fitted or top-dose-only effect, or another doubt; inactive means no such curve, though single readings can be large; an effect the other way counts as inactive or inconclusive. Unless noted, on the % scale 0 is the no-effect control and ±100 the full control effect. An excerpt; count on the stated rates, not on these rows.

Second line of a record – FLuc inh, HEK293 viab, NIH3T3 tox, IP6K1 inhibitor, GPT2 inh, SNCA expr inh, HEK cytotox
COCCC1(NC(=O)C2CC2)CCN(C(=O)C2(c3ccccc3)CC2)CC1
    0%, -5%, -8%, 0, 0%, 15%, -2%
COC(=O)c1cccc(NC(=O)c2cnc(-c3ccc(F)cc3)nc2-c2ccncc2)c1
    -5%, -16%, ?, -4, -7%, 1%, ?
O=C(c1ccc(Cl)nc1)N1CCCN(c2ccnc3ccnn23)CC1
    ·, 9%, ?, 0, -11%, -10%, ?
CCn1c(-c2ccccc2)nn(CC(=O)N(C)C(C)c2ccon2)c1=O (stereo not given)
    -3%, -14%, -2%, 3, 1%, 1%, -6%
O=C(NCC(c1ccc2c(c1)OCO2)N1CCN(c2ccc(F)cc2)CC1)c1cccc([N+](=O)[O-])c1 (stereo not given)
    ·, -9%, ·, -12, ·, -28%, ·
CCOC(=O)N1CCc2c(sc(NCc3cccc(F)c3)c2C(=O)Nc2ccccc2OCC)C1
    ·, -10%, ·, 20, ·, ?, ·
COc1ccc(-n2c(/C=C/c3cccc4ccccc34)nc3ccccc3c2=O)cc1OC
    ·, -15%, ·, -10, ·, -27%, ·
CC(=O)c1cc(-c2ccccc2)n(CC(=O)NC2CCCCCC2)c1C
    ·, 7%, ·, 38, ·, 30%, ·
COc1ccccc1CCC(=O)N1C[C@@H](CO)[C@H](c2ccncc2)C1
    -2%, 4%, i, -1, -2%, -5%, -1%
CSCCNC(=O)c1cc(-c2ccc(Cl)nc2)nc2c1cnn2C
    ·, -16%, -29%, -5, i, 7%, ?
COc1ccc(C(=O)N2CCCn3nc(CCC(=O)NC4CC4)cc3C2)o1
    1%, 0%, i, 4, 0%, 3%, i
Cc1cc(NC(=O)CSc2ncc(C(=O)Nc3ccccc3)c(=O)n2C)no1
    ·, 0%, ·, -5, ·, 40%, ·
COC(=O)c1c(NC(=O)c2ccccc2)c2cc(NC(C)C)cnc2n1CC1CCCO1 (stereo not given)
    -7%, 1%, i, 22, i, -15%, i
CC1(C)[C@H]2CC[C@@H](CN[S+](=O)([O-])c3ccccc3)[C@@H]1C2
    4%[172 µM], 1%[87.6 µM], ?, -8, i, -29%[87.6 µM], 79µM*
CCCCOC(=O)c1ccc(NC(=O)c2cc(-c3ccccc3)on2)cc1
    ·, 2%, ·, -6, ·, 58%[activator], ·
O=C(CCCc1ccccc1)N1CC2CC(C1)[C@H]1CCCC(=O)N1C2 (stereo not given in full)
    -14%, 8%, -5%, -3, i, 2%, -4%
CCNC(=O)N(C1CC1)C1CCOC2(CCN(C(=O)CC3CCCC3)CC2)C1 (stereo not given)
    10%, 9%, -18%, -3, -23%, 8%, -5%
N#Cc1ccc(C(=O)N2C[C@@H](COc3ccccc3)[C@H](C(N)=O)C2)cc1
    -7%, 14%, 1%, 0, -26%, 1%, 2%
COC(=O)N1CCCc2cc(S(=O)(=O)NCc3ccccc3)ccc21
    ·, 14%, ·, 30, ·, ?, ·
O=C(Cc1ccccc1)N1CCCC2(CC(c3ccccn3)=NO2)C1 (stereo not given)
    ·, -9%, 1%, -5, i, -25%, i
Cc1cccc(OCC(=O)NC(Cc2c[nH]c3ccccc23)C(=O)O)c1C (stereo not given)
    ·, -5%, ·, 22, ·, ?, ·
CN(CC1CCOCC1)C(=O)c1ccc(Br)o1
    -16%, -4%, ?, 11, i, 2%, -14%
CCc1ccc(NC(=O)c2ccc3c(c2)N(CC)C2CCCCCN2C3=O)cc1 (stereo not given)
    ?, -11%[12.5 µM], 28µM*, -8, i, ?, 18µM*
CC(=O)N1Cc2ccccc2CC2(CCN(CC3CCCC3)CC2)C1
    ·, -3%, i, -4, 0%, -16%, -5%
COc1cccc(-c2ccc(C(=O)NCCNC(=O)Cc3ccc(F)cc3)cc2)c1
    ·, ·, ?, -16, ·, ·, 89µM*
CC(=O)c1ccc(N2CCN(S(=O)(=O)c3c(C)nc4sc(C)cn4c3=O)CC2)cc1
    ·, -5%, ·, -11, ·, -1%, ·
CCc1ccc(-c2nc(CS(=O)CC(=O)NCCc3ccc(C)cc3)c(C)o2)cc1 (stereo not given)
    ·, 17%, ·, -10, ·, -14%, ·
C[C@@H](O)[C@H]1C(=O)N2C(C(=O)O)=C(S[C@@H]3CN[C@H](CNS(N)(=O)=O)C3)[C@H](C)[C@H]12
    ·, -3%[23.9 µM], ·, -8, i, -59%[25.6 µM], ·
O=C(COCc1cc(-c2cccs2)on1)Nc1cc(C(F)(F)F)ccc1Cl
    ·, -5%, ·, 19, ·, 6%, ·
Cc1cc(C)cc(NC(=O)c2oc3ccc4c(c3c2C)C(=O)CC(C)(C)O4)c1
    ·, -7%, ·, 1, ·, 56%[activator], ·

In another format: results already given
COc1ccc(C(=O)N2CCCn3nc(CCC(=O)NC4CC4)cc3C2)o1
  FLuc inh = 1%; HEK293 viab = 0%; NIH3T3 tox = i; IP6K1 inhibitor = 4; GPT2 inh = 0%; SNCA expr inh = 3%; HEK cytotox = i

Cc1cc(NC(=O)CSc2ncc(C(=O)Nc3ccccc3)c(=O)n2C)no1
  FLuc inh = ·; HEK293 viab = 0%; NIH3T3 tox = ·; IP6K1 inhibitor = -5; GPT2 inh = ·; SNCA expr inh = 40%; HEK cytotox = ·

Next structures follow.
Second line of a record – FLuc inh, HEK293 viab, NIH3T3 tox, IP6K1 inhibitor, GPT2 inh, SNCA expr inh, HEK cytotox
CCCOc1ccc(C(=O)Nc2ccc(NC(=O)c3ccccc3)c(C)c2)cc1
    ·, 8%, ·, -8, ·, -18%, ·
Nc1c(-c2nc(-c3cccs3)no2)nnn1-c1ccc(Cl)cc1
    ·, 6%, ·, 15, ·, 56%[activator], ·
Cc1noc(C)c1-c1cc2cc(CN(C)C)oc2c(Nc2ccn(C)n2)n1
    0%[172 µM], 4%[87.6 µM], ?, -3, -1%[88.5 µM], 39%[activator][87.6 µM], ?
CCCS(=O)(=O)c1c(S(=O)(=O)CCC)c2cc(C(C)(C)C)ccn2c1C(=O)c1ccccc1
    ·, 15%, ·, 4, ·, ?, ·
CNC(=O)[C@H]1CN(C(=O)Nc2ccc3c(c2)OCO3)[C@]2(C)C(=O)N(CCOC)c3ccccc3[C@H]12
    ·, 7%[23.9 µM], ?, 12, i, 17%[25.6 µM], -27%[57.5 µM]
O=C(Cn1c(=O)nc(-c2ccccc2)c2ccccc21)N1CCN(c2ccc(F)cc2)CC1
    ·, 10%, ·, 14, ·, 43%[activator], ·
COCCNC(=O)CN1CN(c2ccccc2)C2(CCN(C(=O)C3CCCCC3)CC2)C1=O
    -9%, 7%, -24%, 34, 0%, -7%, -4%
FC(F)(F)c1ccc2c(c1)nc1n2[C@@H](CNC2CCC2)COC1
    -1%[172 µM], 1%[87.6 µM], -4%[138 µM], -4, 0%[88.5 µM], 8%[87.6 µM], -14%[172 µM]
CCN1C(=O)c2ccccc2S(=O)(=O)c2ccc(C(=O)NCc3ccccc3OC)cc21
    ·, 4%, ·, 4, ·, -11%, ·
CCc1nnc([C@@H]2CC(F)(F)CN2C(=O)c2occc2C)o1
    -5%, 1%, -16%, 27, -10%, 18%, 1%
COC[C@@H]1CN(c2ncccn2)C[C@H]1C(=O)Nc1ccc(OC)nc1
    -1%, 3%, -11%, 4, 4%, 21%, -3%
C=CCOC(=O)Nc1nc2c(s1)C[C@@H]1[C@](C)(CO)[C@H](O)CC[C@@]1(C)[C@@H]2CC(=O)NC1CCCCC1
    -7%, -8%, ?, 5, ?, 61%[activator], ?
COC(=O)C1=C(C)N=C2SC=C(CC(=O)NCc3ccccc3)N2C1c1ccccc1C (stereo not given)
    2%, -1%, ?, 3, i, 7%, 45µM*
Cc1ccc(C)c(S(=O)(=O)N2CCCN(C)c3ccccc32)c1
    -2%, -13%, ?, -3, -1%, ?, ?
C[C@@]12C(=O)N(c3ccc(C(=O)Nc4cccc5cccnc45)cc3)C(=O)[C@@H]1[C@@H]1C=C[C@H]2C1
    ·, -17%, ·, 9, -12%, ·, ·
NC(=O)c1ccc(OCC2NC(=O)C3CCCN3C2=O)cc1 (stereo not given)
    ·, 18%, ·, 2, -17%, ·, ·
CCOC(=O)c1c(NC(=O)/C=C/c2ccc(OCC)cc2)sc2c1CCC2
    ·, 1%, ·, 16, ·, 0%, ·
CNC(=O)[C@@H]1CN(C(=O)CCc2ccccc2OC)C[C@H]1COC
    0%, 1%, -7%, 9, -24%, -2%, -29%
Cc1ccc(CSc2nnc3[nH]c(=O)cc(-c4ccccc4)n23)cc1
    ·, -1%, ·, 1, ·, -7%, ·
COc1ccc(Cn2c(=O)n(-c3ccc(OC)cc3)c(=O)c3c2c2cc(OC)ccc2n3C)cc1
    ·, -4%, ·, 47, ·, 4%, ·
O=C(Cn1c(-c2cccs2)cc2ccccc21)N1CCN(c2ccccc2F)CC1
    ·, 0%, ·, 4, ·, 1%, ·
COc1cccc(C(=O)N2CCC(N3C(=O)CCC3C(=O)NCc3ccccc3)CC2)c1C (stereo not given)
    5%, 18%, -11%, 14, i, -16%, -3%
CS(=O)(=O)N1CCc2[nH]cnc2C12CCN(C(=O)C1CCCC1)CC2
    12%, -10%, -13%, -5, i[11.5 µM], -30%, -12%
COCC(=O)N[C@H]1C[C@H]2C(=O)NC[C@@H](CCC(=O)NCc3ccccc3)N2C1
    11%[172 µM], 7%[87.6 µM], -3%[138 µM], 8, -5%[88.5 µM], 11%[87.6 µM], -2%[172 µM]
Oc1ccccc1CN1C[C@H](O)C[C@H]1c1nc(-c2ccccc2)no1
    -9%[172 µM], 2%[87.6 µM], ?, -4, i, 57%[activator][87.6 µM], ?
Cc1ccc(C(=O)N2CCN(c3ccc(F)cc3)CC2)cc1NC(=O)c1nsc2ccccc12
    ·, ?, ·, 38, ·, 115%[activator], ·
Cc1ccc(C(=O)N2CCOc3ccc(NC(=O)C4CC4)cc3C2)cn1
    ·, -13%, -16%, -8, i, -7%, -16%
Cc1ccc(C(=O)N2CCC(n3cc(-c4nc(C(C)C)no4)nn3)CC2)s1
    -4%, -2%, -21%, 10, -1%, -2%, ?
COC[C@@H]1CN(C(=O)c2cc(C3CC3)[nH]n2)C[C@H]1c1nc(C2CC2)no1
    -6%, 2%, -15%, 5, -3%, 18%, -16%
COc1ccc2sc(N(Cc3cccnc3)C(=O)CCc3ccccc3)nc2c1
    ·, 9%, ·, 1, ·, 1%, ·
COCC1CN(C(C)=O)CC12CCN(C(=O)c1cccc(Cl)c1)CC2 (stereo not given)
    4%, 3%, -25%, -1, -10%, 1%, -12%
Cc1nn2c(c1-c1ccnn1C(C)C)N(Cc1ccc3c(c1)CCO3)CCC2
    -4%[172 µM], -8%[87.6 µM], 32µM*, 9, i, 2%[87.6 µM], ?
COC(=O)C1=C(C)N(Cc2cccc([N+](=O)[O-])c2)C(=O)CC1c1ccccc1Cl (stereo not given)
    -8%, 20%, -1%, -2, -4%, 8%, ?
